FUS yeast rescue: suppressors of FUS proteinopathy in yeast. AID 1347120. Potency, µM (series often up to 76.6 µM), for the others: at the top dose growth rescue (activation), most hits filed as activators. actives 0.24% (n = 390,000). S. cerevisiae FUS-expressing, growth rescue, OD600, 24 h;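 further: potency means the concentration at half of the fitted maximal effect; plate controls were DMSO vehicle for no effect and reference control for full effect; nearly all actives have a fitted effect of over 55% in size; some results filed as inactive show a strong effect at the top dose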
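Cultures pregrown in 2.5% raffinose medium are shifted to minimal medium containing 2% galactose to express toxic FUS. Compounds are tested at several concentrations. After 24hr at 30C, growth is quantified at 600 nm absorbance.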
EPAC1 antagonist: EPAC1 (human) antagonism; EPAC1 GEF assay, Rap1b-BODIPY-GDP exchange fluorescence; Potency, µM (highest dose often 115 µM), inactives show at the highest dose activity change, negative = inhibition, hits mostly inhibitors; actives 0.14% (n = 360,000);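 further: potency means the concentration at half of the fitted maximal effect; plate controls were vehicle for no effect and positive control for full effect; nearly all actives have a fitted effect of over 50% in size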
Abeta rescue: restores growth of yeast expressing A-beta42 peptide | yeast expressing A-beta42, growth rescue, OD600, 48 h; response scale: 0% DMSO, 100% iron-clioquinol control | Potency, µM (titrated, usually from 46.1 µM), without a hit: top-dose growth rescue, hits mostly activators | actives 0.063% (n = 410,000) | AID 1347071; further: potency means the concentration at half of the fitted maximal effect; nearly all actives have a fitted effect of over 55% in size
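Yeast A-beta toxicity model in growth medium with pinned compounds, 48 h at 30 C; growth read as absorbance at 600 nm. Normalized to FeCl3/clioquinol equimolar mix (positive) and DMSO (negative).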
WRN helicase inh: inhibitors of human WRN helicase | actives 0.46% (n = 360,000) | AID 651768 | WRN helicase unwinding, fluorescent forked duplex, kinetic | Potency, µM (doses to about 114 µM), for the others: top-dose activity change, negative = inhibition, usual class: inhibitors; further: potency means the concentration at half of the fitted maximal effect; on the % scale 0 is the no-effect control and ±100 the full control effect; nearly all actives have a fitted effect of over 55% in size
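Primary qHTS, 1536-well format. 20 nM WRN + compound, 15 min RT; start with 100 nM forked fluorophore/quencher duplex, 2 mM ATP (final); kinetic read ex 525/em 598 nm.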
EPAC1 ag: agonists of human EPAC1. O95398. EPAC1 agonist qHTS, biochemical assay; response scale: 100% = response to 6.5 mM cAMP. Potency, µM (series often up to 154 µM), for inactives: at the top dose activation, most hits filed as activators. actives 0.073% (n = 360,000). AID 720707; further: potency means the concentration at half of the fitted maximal effect; nearly all actives have a fitted effect of over 60% in size
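Fluorescent GDP-exchange assay: 100 nM EPAC1 with 250 nM Rap1B preloaded with BODIPY-GDP and 50 uM GDP; compounds tested as concentration series, 5 min at room temperature, then read every 5 min for 30 min (ex 480/em 540 nm); normalized to 6.5 mM cAMP.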
aSyn yeast inh: inhibitors of alpha-synuclein toxicity in yeast; Potency, µM (titrated, usually from 46.1 µM), without a hit: at the top dose growth rescue (activation), hits mostly activators; actives 0.14% (n = 370,000); Yeast expressing alpha-synuclein, growth rescue, BacTiter-Glo, 24 h; further: potency means the concentration at half of the fitted maximal effect; % of control where 0% means no effect; nearly all actives have a fitted effect of over 65% in size
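Readout is rescue of growth in alpha-synuclein-expressing yeast, so inhibitors of toxicity appear as activators. Growth after 24 hr at 30 deg C in galactose medium is quantified by luminescence.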
PI5P4Ka inh: blocks human PI5P4K alpha kinase activity | P48426 | PI5P4Kalpha enzyme, ADP-Glo luminescence, 60 min; stronger effect = lower value | max response, % | actives 1.2% (n = 330,000); active means max response of -50% or lower; inconclusive means between -30% and -50%; inactive means -30% or higher; further: value at the top dose of about 77 µM; on the % scale 0 is the no-effect control and ±100 the full control effect
Target sequence (P48426 whole entry, looked up): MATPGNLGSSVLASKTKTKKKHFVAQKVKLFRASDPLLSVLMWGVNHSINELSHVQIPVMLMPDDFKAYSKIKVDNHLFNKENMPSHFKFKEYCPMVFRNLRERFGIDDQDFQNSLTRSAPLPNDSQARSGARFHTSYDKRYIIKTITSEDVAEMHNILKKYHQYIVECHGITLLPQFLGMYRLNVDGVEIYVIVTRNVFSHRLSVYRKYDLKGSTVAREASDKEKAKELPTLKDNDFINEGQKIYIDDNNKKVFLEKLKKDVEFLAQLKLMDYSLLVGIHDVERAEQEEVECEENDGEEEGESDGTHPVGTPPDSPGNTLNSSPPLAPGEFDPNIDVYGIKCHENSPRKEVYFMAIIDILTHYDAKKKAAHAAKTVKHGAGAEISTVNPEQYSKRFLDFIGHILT
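PI5P4Kalpha ADP-Glo assay; 5 microM ATP final; 60 min RT reaction; HEPES pH 7.4/EGTA/CHAPS, 5% DMSO; controls lacking substrate or enzyme; luminescent end-point.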
IL2 activator: activators of IL-2. activation, % (series mostly up to about 46 µM). actives 0.065% (n = 360,000). AID 652025. IL-2 activation reporter assay, cell-based qHTS; stimulated with anti-CD3/CD4/CD28 beads; in transgenic mouse T cells; in the data active means activation above about 50%; inconclusive means mostly about 30% to 49%; further: 0% is about no effect
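Unstimulated transgenic mouse T cells preincubated 60 min with compound, then stimulated with anti-CD3/anti-CD4-coated beads plus anti-CD28 for 18 h at 37 degrees C. IL-2 response read as EGFP and DsRed fluorescence by plate cytometry.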
PLK1 PBD block: PLK1 (human) polo-box domain binding inhibition; Plk1 PBD binding of FITC phosphopeptide, fluorescence polarization; Potency, µM, without a hit: max response, negative = inhibition, actives largely listed as inhibitors; actives 2.8% (n = 360,000); further: potency means the concentration at half of the fitted maximal effect; series mostly up to about 57 µM; on the % scale 0 is the no-effect control and ±100 the full control effect; nearly all actives have a fitted effect of over 65% in size
Target sequence (P53350 whole entry, looked up, the tested form may be a part): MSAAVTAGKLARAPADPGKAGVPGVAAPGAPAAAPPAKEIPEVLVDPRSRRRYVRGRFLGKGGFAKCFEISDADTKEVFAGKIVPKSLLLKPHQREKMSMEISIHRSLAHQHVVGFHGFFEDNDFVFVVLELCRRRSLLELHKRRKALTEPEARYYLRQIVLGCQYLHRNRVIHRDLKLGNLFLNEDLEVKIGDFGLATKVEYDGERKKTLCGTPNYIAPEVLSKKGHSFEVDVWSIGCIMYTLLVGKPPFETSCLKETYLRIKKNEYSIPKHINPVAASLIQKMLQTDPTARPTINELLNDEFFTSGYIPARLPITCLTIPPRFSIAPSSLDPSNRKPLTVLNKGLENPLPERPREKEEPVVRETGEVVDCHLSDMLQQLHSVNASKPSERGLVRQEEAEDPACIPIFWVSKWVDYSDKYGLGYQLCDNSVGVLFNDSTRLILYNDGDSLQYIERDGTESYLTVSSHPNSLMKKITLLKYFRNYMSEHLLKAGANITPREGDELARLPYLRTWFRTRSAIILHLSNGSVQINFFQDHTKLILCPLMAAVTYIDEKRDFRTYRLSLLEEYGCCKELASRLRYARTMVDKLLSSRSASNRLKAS
Active calls of the source: *; ? = inconclusive; . = not tested or not shown; & = joins results of further samples. Unless noted, the call rests on the fitted dose curve; in most records, active means well fitted curve in the direction sought with a large enough effect; inconclusive means small, poorly fitted or top-dose-only effect, or another doubt; inactive means no such curve, though single readings can be large; an effect the other way counts as inactive or inconclusive.

Every second line gives: FUS yeast rescue	EPAC1 antagonist	Abeta rescue	WRN helicase inh	EPAC1 ag	aSyn yeast inh	PI5P4Ka inh	IL2 activator	PLK1 PBD block
- COc1ccc(NC2CCCN(C(=O)CCOc3ccccc3)C2)cc1 (stereo not given)
 : 8%	-29%	7%	6%	-2%	2%	-2	0.4	-7%
- Cc1c(NC(=O)CC(C)C)c(=O)n(-c2ccccc2)n1C
 : -10%	-3%	-3%	6%	3%	-4%	-2	-1.8	-4%
- O=C(CNC1C(=O)Nc2ccccc21)Sc1ccccc1 (stereo not given)
 : 9%	-5%	-4%	0%	0%	3%	-3	-0.5	-21%
- COc1ccccc1NC(=O)N1CCCC1C(=O)NCc1cccs1 (stereo not given)
 : 14%	-4%	-12%	-32%	5%	-2%	-1	1.3	-7%
- CCCCOC(=O)c1ccc(OC(=O)N2CCOCC2)cc1
 : -2%	-12%	.	-1%	-4%	2%	-9	3.2	-3%
- CCn1c2ccccc2c2cc(NC(=O)CSc3nnnn3-c3ccccc3)ccc21
 : 2%	-15%	23%	-8%	4%	3%	1	-0.4	4%
- O=C(O)CNC(=O)/C=C/c1c(Cl)cccc1Cl
 : -2%	-28%	-12%	-4%	4%	-4%	-4	1.5	-14%
- C[C@H](NC(=O)[C@@H]1Cc2ccccc2CN1)C(=O)NC1CCCCC1
 : 6%	-9%	-18%	14%	-9%	1%	-10	-1.7	-2%
- CCOC(=O)C1CCCN(c2nc3ccccc3nc2C(C#N)C(=O)OCC)C1 (stereo not given)
 : 28%	-5%	-7%	-16%	17%	13%	-7	0.7	-10%
- CCS(=O)(=O)c1nc(S(=O)(=O)c2ccc(Cl)cc2)c(N2CCC3(CC2)OCCO3)s1
 : 11%	-6%	4%	7%	5%	-3%	3	2.8	-12%
- C[C@@H]1COC(=O)[C@H](CC(=O)OC(C)(C)C)C/C=C\C[C@@H](CC(=O)N(CCO)Cc2ccccc2)C(=O)N1
 : ?	-6%	0%	-28%	-26%	0%	3	-2.1	-25%
- Nc1nnc(CC(=O)N/N=C/c2cccc([N+](=O)[O-])c2)s1
 : .	-4%	6%	-37%	-3%	-3%	-6	-4.0	-13%
- Cc1nnc(SCC2CCCO2)n1-c1ccccc1 (stereo not given)
 : -2%	6%	0%	-5%	4%	1%	.	-2.0	-3%
- CCOc1cc(N2CCOCC2)c(OCC)cc1NC(=O)CN1C(=O)NC2(CCc3ccccc32)C1=O (stereo not given)
 : 29%	6%	12%	0%	0%	10%	-1	-1.7	2%
- Cc1ccc(NC(=O)c2cc(S(=O)(=O)NCC3CCCO3)ccc2F)cc1 (stereo not given)
 : 5%	13%	-4%	10%	-16%	6%	7	-0.2	5%
- CN(C)c1ncnc2c1ncn2[C@H]1CN(Cc2ccncc2)C[C@@H](CO)O1
 : -11%	-9%	-18%	4%	-13%	-17%	2	0.4	-12%
- CC1=NN(C(C#N)c2ccccc2O)C(C)(C)C1 (stereo not given)
 : 3%	-29%	-6%	-30%	9%	-2%	2	-4.7	-15%
- N#Cc1c(-c2ccccc2)cc(-c2ccccc2)[nH]c1=O
 : -28%	8%	-8%	-8%	-1%	-1%	1	0.7	-6%
- CCCCCn1c(SCCC(C)C)nc2c1c(=O)[nH]c(=O)n2C
 : 16%	-11%	18%	-17%	-28%	-25%	2	1.7	24µM*
- CCCn1c(N)c(C(=O)CSc2nnc(C3CC3)n2Cc2ccccc2)c(=O)n(C)c1=O
 : 3%	7%	-7%	5%	3%	-10%	-11	1.7	2%
- Cc1ccc(S(=O)(=O)CCC(=O)OCC(=O)N2CCc3ccccc32)cc1
 : 23%	3%	27%	?	-5%	9%	-12	1.7	-14%
- CC(=O)N(CC(=O)N(CC(=O)O)c1ccc(Cl)cc1)c1ccc(Cl)cc1
 : 3%	10%	11%	2%	0%	2%	-2	0.1	-1%
- Cc1cccc(Nc2nc(-c3ccncc3)cs2)c1
 : -26%	-1%	13%	-6%	-10%	11%	-6	-0.1	-3%
- O=C(NCC1(c2ccccc2)CCCC1)c1ccccc1Br
 : 16%	-10%	-11%	-3%	6%	17%	1	-3.6	0%
- COc1ccc(NC(=O)c2ccc(CNc3c(NC4CCCCC4)c(=O)c3=O)cc2)c(OC)c1
 : -5%	1%&-7%	-13%&0%	-6%&-9%	-12%&-16%	-10%&0%	-11&-10	-5.2&0.5	1%&-1%
- Clc1ccccc1Oc1cnc2ccccc2n1
 : -3%	-10%	15%	-6%	20%	16%	.	1.1	1%
- COc1ccc(S(=O)(=O)N2CCCCCC2)cc1C(=O)NCCc1ccccc1
 : 35%	-13%	15%	-2%	-2%	-2%	0	-0.7	-15%
- CCOC(=O)COc1cc(Br)c(C2NC(=O)NC(C)=C2C(C)=O)cc1OCC (stereo not given)
 : 14%	9%	18%	8%	0%	-3%	.	-1.9	3%
- COc1ccc(OC)c(/C=C/C(=O)OCC(=O)N2C(C)CCCC2C)c1 (stereo not given)
 : .	4%	3%	-20%	3%	11%	-2	-3.8	-10%
- CC(C)(C)C(=O)N1CCN(c2ccc([N+](=O)[O-])cc2Cl)CC1
 : 4%	-10%	-14%	-1%	6%	-7%	0	-1.8	-7%

(next part)
Short keys: A = FUS yeast rescue; B = EPAC1 antagonist; C = Abeta rescue; D = WRN helicase inh; E = EPAC1 ag; F = aSyn yeast inh; G = PI5P4Ka inh; H = IL2 activator; I = PLK1 PBD block
SMILES: COCCNS(=O)(=O)c1cc(C)c(C)cc1C
  A: -8%	B: 25%	C: 1%	D: -6%	E: -4%	F: -10%	G: 6	H: 0.2	I: -9%
SMILES: Cc1ccc2c(c1)CCCN2C(=O)CSc1ccccc1
  A: 14%	B: 0%	C: -3%	D: -5%	E: 10%	F: 11%	G: 9	H: -1.6	I: -10%
SMILES: CC1CCN(C(=O)CSc2nnc(-c3ccccc3F)o2)CC1
  A: 25%	B: 13%	C: -6%	D: -3%	E: 8%	F: 3%	G: -3	H: 0.0	I: -27%
SMILES: Cc1cc(COc2ccccc2OCCN2CCN(C)CC2)no1
  A: 35%	B: 11%	C: -11%	D: -1%	E: 4%	F: -2%	G: -9	H: 0.9	I: -6%
SMILES: CCCOc1ccc(Cc2c(O)nc(SC)[nH]c2=O)cc1
  A: 6%	B: -16%	C: -5%	D: 8%	E: 5%	F: -5%	G: -5	H: -3.3	I: -10%
SMILES: Cc1ccccc1Cn1cc(NS(=O)(=O)c2cn(C)nc2C)cn1
  A: 4%	B: 5%	C: 11%	D: 5%	E: -4%	F: 2%	G: 8	H: 0.2	I: 3%
SMILES: CCOC(=O)N1CCN(C(=O)CCCCCn2c(=S)[nH]c3ccsc3c2=O)CC1
  A: -4%	B: -12%	C: -14%	D: -7%	E: -4%	F: 0%	G: 2	H: 1.4	I: -5%
SMILES: C=CC[N+](C)(C)CCN1C(=O)C2C(c3ccccc3)C=CC(c3ccccc3)C2C1=O (stereo not given)
  A: 18%	B: -4%	C: -23%	D: -5%	E: -4%	F: 6%	G: -2	H: -0.1	I: -5%
SMILES: COc1ccc(Cl)cc1NC(=S)N1CCC(c2ccc(C)cc2)C1 (stereo not given)
  A: 30%	B: ?	C: ?	D: -4%	E: 14%	F: 1%	G: 0	H: -0.3	I: ?
SMILES: COc1ccc(N2CC(C(=O)N3CCN(C)CC3)CC2=O)cc1 (stereo not given)
  A: -1%	B: -3%	C: -1%	D: -6%	E: -3%	F: 2%	G: -2	H: 1.3	I: 1%
SMILES: COc1ccc(S(=O)(=O)NCCC(=O)N2CCCC2)cc1N(C)S(C)(=O)=O
  A: 6%	B: 1%	C: 3%	D: 1%	E: 1%	F: -2%	G: 1	H: -0.4	I: -5%
SMILES: CCn1c(=O)c(C(=O)CN2CCN(S(=O)(=O)c3cc(C)ccc3C)CC2)c(N)n(Cc2ccccc2)c1=O
  A: .	B: 12%	C: -7%	D: -23%	E: -3%	F: -5%	G: 21	H: -0.1	I: 4%
SMILES: O=C(CCOc1cccc(Br)c1)Nc1ccc(F)c(S(=O)(=O)N2CCOCC2)c1
  A: 32%	B: -7%	C: 11%	D: -14%	E: 28%	F: -4%	G: 4	H: -1.1	I: -8%
SMILES: CCC(=O)N1CCN(c2ccc(NC(=S)NC(=O)C(C)C)cc2)CC1
  A: -26%	B: ?	C: 20%	D: -4%	E: 12%	F: -5%	G: -2	H: 1.1	I: -11%
SMILES: NC(=O)C[C@@H]1N[C@]2(C(=O)Nc3ccccc32)[C@@H]2C(=O)N(c3cc(C(F)(F)F)ccc3Cl)C(=O)[C@H]12
  A: 20%	B: -10%	C: 3%	D: -1%	E: 0%	F: 1%	G: .	H: -2.6	I: -1%
SMILES: O=C(COC(=O)COc1ccccc1)Nc1ncc(Cl)cc1Cl
  A: -1%	B: -11%	C: 22%	D: -2%	E: 4%	F: -6%	G: 2	H: 0.9	I: -5%

At a glance, some entries already given.
Short keys: A = FUS yeast rescue; B = EPAC1 antagonist; C = Abeta rescue; D = WRN helicase inh; E = EPAC1 ag; F = aSyn yeast inh; G = PI5P4Ka inh; H = IL2 activator; I = PLK1 PBD block
SMILES: Cc1nnc(SCC2CCCO2)n1-c1ccccc1 (stereo not given)
  A: -2%	B: 6%	C: 0%	D: -5%	E: 4%	F: 1%	G: .	H: -2.0	I: -3%
SMILES: CCOc1cc(N2CCOCC2)c(OCC)cc1NC(=O)CN1C(=O)NC2(CCc3ccccc32)C1=O (stereo not given)
  A: 29%	B: 6%	C: 12%	D: 0%	E: 0%	F: 10%	G: -1	H: -1.7	I: 2%
SMILES: Cc1ccc(NC(=O)c2cc(S(=O)(=O)NCC3CCCO3)ccc2F)cc1 (stereo not given)
  A: 5%	B: 13%	C: -4%	D: 10%	E: -16%	F: 6%	G: 7	H: -0.2	I: 5%
SMILES: CN(C)c1ncnc2c1ncn2[C@H]1CN(Cc2ccncc2)C[C@@H](CO)O1
  A: -11%	B: -9%	C: -18%	D: 4%	E: -13%	F: -17%	G: 2	H: 0.4	I: -12%
SMILES: CC1=NN(C(C#N)c2ccccc2O)C(C)(C)C1 (stereo not given)
  A: 3%	B: -29%	C: -6%	D: -30%	E: 9%	F: -2%	G: 2	H: -4.7	I: -15%

Screens deposited in PubChem BioAssay by National Center for Advancing Translational Sciences (NCATS).

Random draw from the library; 4.1% or so of the library scored in one or more.
